# ALOX12 inh: inhibitors of human 12S-lipoxygenase ALOX12; actives 1.1% (n = 580,000); purified 12hLO, xylenol orange hydroperoxide absorbance; P18054; AID 1671190; Potency, µM (titrated, usually from 108 µM), for inactives: top-dose activity change, negative = inhibition, hits mostly inhibitors; active = well fitted inhibition curve with a large enough effect; inconclusive = small, poorly fitted or top-dose-only effect, or another doubt; inactive = no such curve, though single readings can be large or run the other way
# Target sequence (P18054 whole entry, looked up): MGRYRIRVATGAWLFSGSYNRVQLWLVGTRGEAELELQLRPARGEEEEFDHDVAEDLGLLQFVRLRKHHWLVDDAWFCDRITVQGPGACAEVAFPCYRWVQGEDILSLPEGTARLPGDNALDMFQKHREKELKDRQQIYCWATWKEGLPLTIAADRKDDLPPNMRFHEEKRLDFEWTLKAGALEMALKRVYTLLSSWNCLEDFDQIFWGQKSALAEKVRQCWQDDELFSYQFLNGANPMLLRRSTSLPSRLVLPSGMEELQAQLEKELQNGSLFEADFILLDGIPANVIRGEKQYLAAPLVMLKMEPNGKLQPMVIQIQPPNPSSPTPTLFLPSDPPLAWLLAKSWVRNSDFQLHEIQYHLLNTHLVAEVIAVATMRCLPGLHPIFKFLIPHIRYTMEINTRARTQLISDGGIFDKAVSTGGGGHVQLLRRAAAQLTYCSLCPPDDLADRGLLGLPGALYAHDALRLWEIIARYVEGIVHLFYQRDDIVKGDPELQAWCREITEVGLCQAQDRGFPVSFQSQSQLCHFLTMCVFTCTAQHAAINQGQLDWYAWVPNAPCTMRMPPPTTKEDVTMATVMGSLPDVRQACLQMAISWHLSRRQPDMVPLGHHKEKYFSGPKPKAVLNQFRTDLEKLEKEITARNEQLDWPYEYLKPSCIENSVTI
#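 Hydroperoxide product was detected by ferrous iron/xylenol orange as the 573 to 405 nm absorbance ratio. Arachidonic acid at 40 uM (final) was turned over for 30 min at room temperature by 150 nM human 12hLO, pH 7.0 Hepes buffer, after 15 min compound preincubation.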
# * hit, by the source's call; u = inconclusive; [ ] = remark or other dose. % is scaled to controls: 0 for no effect and ±100 for the full control effect; potency is read from the fitted curve at half-maximal effect.
smiles | ALOX12 inh
O=C(O)Cn1ccc2cc(OCC3CCN(C(=O)CCC(F)(F)F)CC3)cnc21 | u
O=C(O)CCn1cc(C(C(=O)O)N2CCCC2)c2ccc(Br)cc21 (centres undefined) | u
COc1ccc(CN(C)Cc2ccc(-c3ccccc3)cc2)cc1 | 6.5%[176 µM]
CS(=O)(=O)N1CCCC1c1noc(CCC(=O)NCCN2CCCCC2)n1 (centres undefined) | 13.2%
Fc1cccc(-n2nc(C3CCOC3)nc2CC2CC2)c1 (centres undefined) | 83.2%
CCCS(=O)(=O)N1C[C@@H](Oc2ccccc2)C[C@@H]1C(=O)NC | -4.0%
C#CCNC(=O)c1ccccc1NCC(=O)NC(=O)NCc1ccccc1 | u
CCC[C@H]1CN(C(=O)c2ccc3c(c2)NC(=O)CN3)C[C@@H]1N | 60.1%
CN(Cc1ccccc1)Cc1cn([C@H]2CO[C@H]3[C@@H]2OC[C@@H]3NC(=O)NCc2ccccc2)nn1 | u
COc1cccc(-c2nc(CS(=O)(=O)CC(=O)NCc3cccnc3)c(C)o2)c1 | 49.0%[activator]
CCCN(CC1CCOC1)S(=O)(=O)Cc1ccccc1 (centres undefined) | 36.6%[activator]
COc1ccc(-c2noc(C(=O)O)c2[C@@H](C)NC(=O)CC(C)C)cc1 | -18.4%[176 µM]
CCOC(=O)C1CCN(C(c2ccccc2)c2sc3nc(-c4ccco4)nn3c2O)CC1 (centres undefined) | -8.4%
Cc1nn(CC(=O)NC(C)(C)C)c(C)c1S(=O)(=O)N1CCCC(C(=O)N2CCOCC2)C1 (centres undefined) | 7.8%
CC(=O)N1Cc2ccccc2OC2(CCN(C(=O)CCc3c[nH]c4ccccc34)CC2)C1 | 1.7%[6.33 µM]
CC(C)CC(=O)NC(C(=O)N1CCCCC1)C1CCN(C(=O)c2ccc(Cl)cc2)CC1 (centres undefined) | -12.3%
O=C(NCc1ccccc1Cl)c1csc(N2CCN(c3ccc(F)cc3)CC2)n1 | 26.3%
COc1cc(C(=O)N2CCC(O)(c3ccc(C)cn3)CC2)cc(OC)c1OC | 9.2%
O=C(CCCSc1nc2ccccc2s1)Nc1ccc(F)cc1F | u
CCn1cc(S(=O)(=O)N(C)C2CCc3nn(C)c(=O)n3CC2)cn1 (centres undefined) | 50.1%[activator]
COc1ccc2cc(C(=O)NCCOc3ccccc3F)c(C)nc2c1 | -1.8%
CC(C)c1ccc(S(=O)(=O)c2nnn3c2nc(N2CCC4(CC2)OCCO4)c2sccc23)cc1 | 14.7%
Cc1ccc(OCCNC(=O)c2cc3ccccc3oc2=O)c(C)c1 | 9.5%
Cc1nn(C)c(C)c1-c1ccnc(NCCC2(O)CCN(C)CC2)n1 | 83.1%[activator]
CN(Cc1cc2cc(F)ccc2[nH]1)C(=O)C1CCC(=O)N(C2CCCC2)C1 (centres undefined) | -9.1%
COc1ccc(CCC(=O)NCCC2CCN(C(=O)Nc3cc(F)cc(F)c3)CC2)cc1 | 22.3%
CN1CCCCC1C(=O)N1CCC(Oc2cccc(CN3CCN(c4ccccn4)CC3)c2)CC1 (centres undefined) | -9.1%
N#Cc1cccc(-c2ccnc(N[C@H]3CO[C@H]4[C@@H]3OC[C@H]4OC(=O)NC3CCCCC3)n2)c1 | 23.3%
C(=Nc1ccccc1)c1ccc(-c2cccs2)s1 | 26.2%
Cc1cccc(Oc2nc(-c3ccncc3)nc3ccccc23)c1C | -7.5%
COC(=O)[C@]12C[C@H](CC(=O)NCc3cccs3)C(=O)N(CCC3=CCCCC3)C1=C[C@H](COCc1ccccc1)O[C@@H]2C | -10.0%
Cc1ccc(NCc2cc3ccccc3[nH]c2=O)cc1C | -0.6%
COc1ccccc1-c1nc(C(=O)N(C)C)n2ccncc12 | u
CC1=C[C@@H](CNC(=O)CN(C)C)[C@H](C(C)C)C[C@H]1Cc1nnc(-c2ccccc2F)o1 | 18.4%[176 µM]
N#Cc1ccc2[nH]cc(C=O)c2c1 | 9.5%
CC(Oc1cccc(Br)c1)C(=O)NNC(=O)c1ccc2c(c1)NC(=O)CCS2 (centres undefined) | 44.7µM*
CN1CCN(Cc2ccc(NC(=O)Nc3ccc(Oc4cc(NC(=O)C5CC5)ncn4)cc3)cc2C(F)(F)F)CC1 | u
O=C1Nc2ccccc2C12CN(Cc1ccc(F)cc1)C2 | 13.5%[12.5 µM]
CCOc1cc(=O)n2c(c1C(=O)Nc1ccc(Cl)cc1)CCCC2 | 9.0%
O=C(Cn1ccn2nc(-c3ccccc3)c(CO)c2c1=O)Nc1cc(F)ccc1Cl | u
Cc1ccc(NC(=O)c2c3c(nc4ccccc24)CCCC3)cc1Cl | u
CCOCCn1c(=O)c2c(nc(-n3nc(C)cc3C)n2CC)n(C)c1=O | -2.3%
Cc1noc([C@@H](C)NS(=O)(=O)c2ccc(Cl)cc2)c1C(=O)O | u
Cc1ccccc1-c1nc(N2CCOCC2)cc2c1CN(Cc1cnn(C)c1)C2=O | -18.8%[176 µM]
O=C(CC1CCN(C(=O)Nc2ccccc2F)C1)NCc1ccccc1 (centres undefined) | 27.6%
COc1ccc(CCNc2ncnc3c2CN(c2ccc(OC)cc2)C(=O)CN3C)cc1 | 6.6%
COc1cc(OC)cc(C(=O)Nc2ccc(-c3nnc4n3CCCC4)cc2)c1 | 6.7%
COCC1CN(C2CCC2)CC12CCN(S(=O)(=O)c1cccnc1)CC2 (centres undefined) | 47.4%[activator]
Cc1[nH]cnc1-c1nccn1CC(CO)Cc1cccs1 (centres undefined) | 41.1%[activator]
COc1ccc(-n2ccnc2CN2CCC(Cc3nncn3C)CC2)cc1 | 22.6%
Cc1c(C)n(CCCN(C)C)c2ncn3nc(-c4ccccn4)nc3c12 | 17.8%
C[C@@H]1OC(C2CCCCC2)N(C)[C@H]2C[C@H]3c4[nH]c5cccc(-c6cccc(F)c6)c5c4CCN3C(=O)[C@@H]12 (some centres undefined) | 4.0%
Cc1cc(C)c2cc(C(=O)NC3CCN(S(C)(=O)=O)CC3)[nH]c2c1 | 11.6%
Cn1nc(CC(=O)N(Cc2ccc(F)cc2)C2CC2)c2ccccc2c1=O | -22.7%
COc1ccc(C=O)cc1C(C)(C)C | -39.3%
CN(C)c1ccc(NC(=O)c2ccccc2)cc1 | -58.2%
Cc1noc(C)c1S(=O)(=O)N1CCCC(Cc2noc(-c3ccncc3)n2)C1 (centres undefined) | 18.5%
COc1cccc(-c2cc(CNC(=O)[C@@H](Cc3ccccc3)NC(=O)[C@H]3O[C@@H](n4cnc(C(N)=O)n4)[C@H](O)[C@@H]3O)no2)c1 | -3.4%
O=C(O)c1cc(Cl)c(Cl)cc1C(=O)O | u
O=C1CCN(S(=O)(=O)c2ccc3c(c2)CCC3)CCCC(c2nc(-c3cnccn3)no2)CCN1 (centres undefined) | 0.1%

# As entered above.
# COc1ccc(C=O)cc1C(C)(C)C @ ALOX12 inh = -39.3%
# COCC1CN(C2CCC2)CC12CCN(S(=O)(=O)c1cccnc1)CC2 (centres undefined) @ ALOX12 inh = 47.4%[activator]
# COc1ccc(CCNc2ncnc3c2CN(c2ccc(OC)cc2)C(=O)CN3C)cc1 @ ALOX12 inh = 6.6%

# Additional records
smiles | ALOX12 inh
COC[C@H]1CCCN1C(=O)C[C@@H]1O[C@H](CNC(=O)Nc2ccccc2)[C@@H](O)[C@H]1O | 6.3%[176 µM]
NC(=O)c1c(NC(=O)Cc2coc3cc4c(cc23)CCC4)sc2c1CCCC2 | -13.1%
CNC(=O)[C@@H]1CN(C(=O)c2conc2C)C[C@H]1COC | 22.3%
Cc1cc(C)c2oc(C(=O)N(Cc3cccs3)c3ccccn3)cc(=O)c2c1 | u
COc1ccc(NC(=O)CN2C(=O)NC3(CCS(=O)(=O)CC3)C2=O)cc1 | -9.8%
COc1ccc(C(=O)OCc2ncc(-c3ccccc3)o2)c(OC)c1 | -5.7%
Cn1cc(CC(=O)N2CCCc3ncc(C(=O)NCc4ccoc4)cc32)c2ccccc21 | 14.8%[176 µM]
O=C(NNS(=O)(=O)c1ccccc1[N+](=O)[O-])c1cccs1 | 2.4%
COc1ccccc1CNC(=O)CSC1=NC2(CCCCC2)N=C1c1cccs1 | -17.8%
CSc1ccc(CNC(=O)c2ccc3c(c2)N(C)C2CCCCN2C3=O)cc1 (centres undefined) | 1.2%
CC(C)c1nnc2ccc(SCC(=O)O)nn12 | u
C=CCNC(=O)c1ccn2nccc2c1 | 27.4%[176 µM]
Cc1ccsc1CN(Cc1cn(-c2ccccc2)nn1)C1CC1 | 2.6%
O=[N+]([O-])c1ccccc1/C=N/OCc1ccc(Br)cc1 | -30.8%
Cc1ccccc1C(=O)N1CCC2(CC1)OCC(C(=O)N1CCCC1)N2C(=O)c1ccc(F)cc1 (centres undefined) | 83.8%[activator]
COc1ccc(CNC(=O)c2cc3c(s2)CCN(C(=O)c2ccc(C)cc2)C3)cc1 | 32.9%
O=C1[C@@H]2C[C@@H](O)CN2C2(CN(C3CCC(F)(F)CC3)C2)C(=O)N1Cc1cccc(Cl)c1 | -49.4%
CCOc1ccc(NC(=O)Cn2nc(C(=O)O)c3ccccc3c2=O)cc1 | u
Cc1ccc(CNC(=O)C2CCN(c3cnn(Cc4ccccc4)c(=O)c3)C2)o1 (centres undefined) | 4.9%
COc1cc(OC)c(Nc2nc3ccccc3nc2NS(=O)(=O)c2cccc(C)c2)cc1Cl | 6.2%

# Quoted at random: 2 records from the list, in no set order.
smiles | ALOX12 inh
N#Cc1ccc2[nH]cc(C=O)c2c1 | 9.5%
Cc1noc(C)c1S(=O)(=O)N1CCCC(Cc2noc(-c3ccncc3)n2)C1 (centres undefined) | 18.5%

# (cont.)
smiles | ALOX12 inh
O=C(C1COc2ccccc2C1)N1CCc2c(ncnc2N2CCOCC2)C1 (centres undefined) | -7.4%
COC(CNc1nc2c(c(=O)n(C)c(=O)n2C)n1Cc1ccc(F)cc1)OC | 12.8%
CCN(Cc1ccncc1)C(=O)CC1CCCN(c2cnn(CCOC)c(=O)c2)C1 (centres undefined) | u
Cc1cccc(NC(=O)N2C[C@@H](F)C[C@H]2C(=O)N2CCc3ccccc3C2)c1C | 5.2%
C[S+](=O)([O-])c1ccc(-c2nc(C(=O)NCc3ccc(F)cc3)n3ccccc23)cc1 | 7.7%[6.33 µM]
O=C(CC1CCCN(c2cn[nH]c(=O)c2)C1)NCCCc1ccccc1 (centres undefined) | 59.5%[activator]
CC(C)CCNC(=O)c1cnc2n1CCN(Cc1cccc(C#N)c1)CC2 | 39.4%[activator][176 µM]
CN1CCCN(C(=O)CCC[C@@H]2[C@H]3CCCN4CCC[C@@H](CN2C)[C@@H]34)CC1 | 65.0%[activator]
CCc1noc2cc(-c3ccccc3)n(C)c(=O)c12 | -1.7%
O=C(c1ccccn1)N1CCCC(c2nc(C3CCOCC3)no2)C1 (centres undefined) | 20.7%
Cc1cn2nc(C(=O)N3CCCC3)cc2c(N2CCSCC2)n1 | 3.5%
Cc1cccc(C(=O)/C=C\N(C)C)c1 | u
COc1ccc(C)cc1Nc1nc(-c2ccc(OC)c(OC)c2)no1 | 20.6%
Cc1cnc(CCNS(=O)(=O)c2ccc(C#N)cc2)n1C1CC1 | 52.3%[activator]
O=C(/C=C/c1ccco1)OC(C(=O)c1ccccc1)c1ccccc1 (centres undefined) | u
CN1CCC(OC2CCN(C(=O)c3ccc(Br)cc3)CC2)CC1 | 13.5%
CONC(=O)Cc1csc(NC(=O)c2ccccc2)n1 | 13.8%
Cc1ccc(NC(=O)CCCc2nc3ccccc3o2)cc1C | 12.3%
CN(Cc1ccccc1)C(=O)C[C@@H]1CCNC[C@@H]1Cc1cc(CN(C)c2ccccc2)on1 | -26.5%
COc1ccc(NC(=O)Cc2c(C)c3ccc(OC)cc3oc2=O)c(OC)c1 | 18.4%
CCNC(=O)[C@@H]1C[C@H](NC(=O)c2cc(C)on2)CN1Cc1nccs1 | -17.9%
COC(=O)[C@@H]1Cc2ncn(Cc3ccc(OC)cc3)c2CN1CCCc1ccccc1 | 165.5%[activator][176 µM]
Cn1cc(CN[C@H]2C[C@H]3C(=O)NC[C@@H](CCC(=O)NCc4ccc(F)cc4)N3C2)c2ccccc21 | 23.4%
CCOc1cc(C)c(Cl)cc1S(=O)(=O)NCCO | 5.6%
CC(c1ccon1)N(C)C(=O)c1csc2nc(-c3cccc(C(F)(F)F)c3)cn12 (centres undefined) | 16.9%
COCCOCC(=O)N1CCCN(C(=O)C2CC2)C(c2ccccc2)CC(=O)NCC1 (centres undefined) | 47.8%[activator]
Nc1nccnc1C(=O)NCCSCc1cccs1 | 5.8%
Cc1cc(C(=O)N2CCC3(CC(=O)Nc4ccccc4N3)C2)ccc1Cl (centres undefined) | u
O=C(c1ccc(F)cc1)N1CCCC(c2noc(COc3ccccc3)n2)C1 (centres undefined) | 33.1%
O=C(COc1ccccc1)N1CCC2(CC1)CC(N(Cc1ccccc1)C1CC1)CCO2 (centres undefined) | -7.0%
CCOc1ccc(CN2CCN(c3nc4ccccc4o3)CC2CCO)cc1 (centres undefined) | 3.7%
O=C(/C(C=Nc1ccccc1Cl)=C(/O)c1ccco1)C(F)(F)F | u
COC[C@@H]1CN(C(=O)Cc2ccc(Cl)cc2)C[C@H]1c1ccncc1 | 19.9%
Cc1ccccc1-c1cc(C(=O)NCc2cccnc2)c2c(c1)N(C)CCO2 | 9.6%[176 µM]
COc1ccc(CNC(=O)N2CCCC(Cc3noc(-c4ccccn4)n3)C2)cc1 (centres undefined) | 30.9%
CCCNC(=O)N1CCC(Cn2c(C)cnc2-c2cccnc2)CC1 | 9.9%
CCCN(CC1CCOC1)C(=O)c1ccc(C(F)(F)F)cc1 (centres undefined) | -3.4%
CNC(=O)CCn1ncc2cc(OCc3ccccc3-c3cccc(OC)c3)ccc21 | u

# A second format for some results above:
O=C(COc1ccccc1)N1CCC2(CC1)CC(N(Cc1ccccc1)C1CC1)CCO2 (centres undefined)
  ALOX12 inh: -7.0%

CCOc1ccc(CN2CCN(c3nc4ccccc4o3)CC2CCO)cc1 (centres undefined)
  ALOX12 inh: 3.7%

# Screening data (PubChem)

# The list is partial; rates above refer to the full screens.
